# Screens as filed in PubChem BioAssay.
# AMPAR-TARP mod: modulators of GluA2-stargazin AMPA receptor complexes, primary screen, cell-based, membrane potential dye; AID 1259245, 2017; calls only at 30 µM; Voltage-dependent calcium channel gamma-2 subunit (Mus musculus) + Glutamate receptor 2 …; HEK293 GluA2+stargazin, membrane potential dye (FDSS), glutamate EC50; hits were called plate by plate, in both directions; hit rate 3.5% among 40,000;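 active means any of four per-well response measures lying three or more SD from its plate-wide compound average, in either direction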
# Target sequence (O88602 whole entry, looked up): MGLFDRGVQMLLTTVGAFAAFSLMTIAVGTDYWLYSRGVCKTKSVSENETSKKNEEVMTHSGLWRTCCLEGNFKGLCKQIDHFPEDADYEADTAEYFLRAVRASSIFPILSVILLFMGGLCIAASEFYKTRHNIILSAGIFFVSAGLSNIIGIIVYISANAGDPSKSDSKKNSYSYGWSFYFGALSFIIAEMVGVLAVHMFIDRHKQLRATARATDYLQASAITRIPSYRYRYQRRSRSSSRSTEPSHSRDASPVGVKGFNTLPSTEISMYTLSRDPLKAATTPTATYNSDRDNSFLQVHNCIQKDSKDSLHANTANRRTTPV
# Target sequence (P19491 whole entry, looked up): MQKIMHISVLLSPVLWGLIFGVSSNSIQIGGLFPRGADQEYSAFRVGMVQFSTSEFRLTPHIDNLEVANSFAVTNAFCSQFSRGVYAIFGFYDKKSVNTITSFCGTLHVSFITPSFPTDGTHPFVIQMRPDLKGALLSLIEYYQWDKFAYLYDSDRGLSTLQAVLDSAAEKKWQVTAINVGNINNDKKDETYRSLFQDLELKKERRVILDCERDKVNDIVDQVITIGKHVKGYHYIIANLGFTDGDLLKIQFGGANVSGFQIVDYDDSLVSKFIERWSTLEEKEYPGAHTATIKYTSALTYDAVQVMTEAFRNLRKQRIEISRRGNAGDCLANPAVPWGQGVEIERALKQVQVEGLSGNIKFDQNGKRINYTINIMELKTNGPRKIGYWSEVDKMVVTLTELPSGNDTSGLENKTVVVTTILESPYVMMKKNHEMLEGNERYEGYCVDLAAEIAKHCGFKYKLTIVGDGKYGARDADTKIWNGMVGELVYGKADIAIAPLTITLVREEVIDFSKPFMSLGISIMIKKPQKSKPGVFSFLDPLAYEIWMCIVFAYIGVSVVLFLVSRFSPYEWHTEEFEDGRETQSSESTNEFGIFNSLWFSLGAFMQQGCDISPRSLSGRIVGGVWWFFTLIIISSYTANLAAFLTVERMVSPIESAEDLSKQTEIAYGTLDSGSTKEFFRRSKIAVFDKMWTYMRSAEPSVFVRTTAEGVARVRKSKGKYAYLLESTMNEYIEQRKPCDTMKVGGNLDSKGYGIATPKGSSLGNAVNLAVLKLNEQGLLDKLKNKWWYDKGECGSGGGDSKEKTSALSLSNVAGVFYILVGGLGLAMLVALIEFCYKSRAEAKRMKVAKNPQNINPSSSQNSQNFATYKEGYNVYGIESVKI
# AMPAR-TARP mod agonism max-min: further read-out of AMPAR-TARP mod, marked with its call; compound max-min signal; compound-alone response (agonism);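 unitless range of fluorescence divided by baseline over first 100 seconds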
# AMPAR-TARP mod glutamate slope: also measured in AMPAR-TARP mod; calls as there; glutamate slope, % of max; measured here: glutamate response slope, % max;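 scaled per plate between vehicle wells and maximal 1 mM glutamate control wells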
# An asterisk follows results filed as active; i = inactive; + = active, no number; & = joins results of further samples.
SMILES,AMPAR-TARP mod,AMPAR-TARP mod agonism max-min,AMPAR-TARP mod glutamate slope
Cc1c(C(=O)OCc2ccccc2F)nnn1-c1ccc(Cl)cc1,i,0.087,58
COCCN1CCC(CNC(=O)C(=O)Nc2cc(Cl)ccc2OC)CC1,i,0.11,58
COc1ccc(C2c3cccn3CCN2S(=O)(=O)c2cc(F)ccc2F)cc1OC (configuration not stated),i,0.057,58
COc1ccc(-n2c(-c3ccccc3)cn3c4c(=O)n(CC(N)=O)c(=O)n(C)c4nc23)cc1,i,0.048,40
COc1ccccc1-c1nnc(NC(=O)c2ccco2)o1,i,0.086,33
COc1ccc(Cc2nnc(SCC(=O)Nc3cc(OC)ccc3OC)n2N)cc1,i,0.088,57
COc1cccc(NC(=O)c2ccc(S(=O)(=O)N(C)Cc3ccccc3)cc2)c1,i,0.13,55
Cn1nc(C2CCCN(C(=O)c3ccccc3Cl)C2)n(-c2ccccc2)c1=O (configuration not stated),i,0.067,55
Cc1cc(C)nc(SCC(=O)c2ccc(F)cc2)n1,i,0.073,38
CN(C)C(CNC(=O)Cc1ccc(F)cc1)c1cccs1 (configuration not stated),i,0.035,54
COc1ccc(NC(=O)C(=O)Nc2nc3ccccc3s2)cc1N1CCCCC1=O,i,0.1,90
CC(=O)N1CCc2ccc(NC(=O)c3ccc(S(=O)(=O)N(C)C)cc3)cc21,i,0.17,52
O=C(c1cc2ccccc2o1)N1CCN(c2ccc(-c3cccnc3)nn2)CC1,i,0.036,12
Cc1nnc(SCCC(=O)Nc2ccc(F)cc2)s1,i,0.08,64
CC1=C(C(=O)Nc2ccc(C)cc2C)C(/C=C/c2ccccc2)n2ncnc2N1 (configuration not stated),i,0.046,39
O=C(NCc1ccc2c(c1)OCO2)c1cc(N2C(=O)CCS2(=O)=O)ccc1Cl,i,0.14,79
CCOC(=O)N1CCN(/C=C(\C#N)S(=O)(=O)c2ccccc2)CC1,i,0.14,51
O=C(NCCN1CCC(c2cccs2)CC1)C1(c2cccs2)CCCC1,i,0.078,61
COC(=O)c1ccc(NC(=O)Cc2csc(Nc3ccc(S(C)(=O)=O)cc3)n2)cc1,i,0.11,64
Cc1nn(CC(O)COc2ccc3ccccc3c2)c(C)c1Br (configuration not stated),i,0.042,42

# Three structures from above, sorted by SMILES length, falling:
SMILES,AMPAR-TARP mod,AMPAR-TARP mod agonism max-min,AMPAR-TARP mod glutamate slope
Cn1nc(C2CCCN(C(=O)c3ccccc3Cl)C2)n(-c2ccccc2)c1=O (configuration not stated),i,0.067,55
COc1ccc(NC(=O)C(=O)Nc2nc3ccccc3s2)cc1N1CCCCC1=O,i,0.1,90
CCOC(=O)N1CCN(/C=C(\C#N)S(=O)(=O)c2ccccc2)CC1,i,0.14,51

# An excerpt of these results, with bars between the fields:
Molecule | AMPAR-TARP mod | AMPAR-TARP mod agonism max-min | AMPAR-TARP mod glutamate slope
COc1cccc(NC(=O)c2ccc(S(=O)(=O)N(C)Cc3ccccc3)cc2)c1 | i | 0.13 | 55
Cn1nc(C2CCCN(C(=O)c3ccccc3Cl)C2)n(-c2ccccc2)c1=O (configuration not stated) | i | 0.067 | 55
Cc1cc(C)nc(SCC(=O)c2ccc(F)cc2)n1 | i | 0.073 | 38

# Other results:
SMILES,AMPAR-TARP mod,AMPAR-TARP mod agonism max-min,AMPAR-TARP mod glutamate slope
O=C(Oc1ccccc1)N1CCC(CNS(=O)(=O)CCN2C(=O)CCCC2=O)CC1,i,0.082,57
CCOC(=O)N1CCc2c(sc(NC(=O)c3ccnn3CC)c2C(=O)OC)C1,+,0.23*,62*
CSc1ccc(CNC(=O)CSc2nccnc2N2CCSCC2)cc1,i,0.044&0.027,56&112
CC(C)(C)n1ncc2c(=O)n(NC(=O)c3ccco3)cnc21,i,0.047,48
Cc1ccc(OCC(O)Cn2c(C3CC(=O)N(c4ccccc4C)C3)nc3ccccc32)c(C)c1 (configuration not stated),i,0.1,55
NC(=O)c1ccccc1NC(=O)c1ccc(N2CCCCS2(=O)=O)cc1,i,0.12,50
CC1CCc2c(sc(NC(=O)C(C)C)c2-c2nc3ccccc3s2)C1 (configuration not stated),i,0.12,78
CCOc1ccc2c(c1)SC(CC(=O)Nc1ccc(OC)cc1)C(=O)N2 (configuration not stated),i,0.069,51
O=C(Nc1nc2cc3c(cc2s1)OCO3)c1cc2ccccc2o1,i,0.096,63
COc1cc(/C=C/c2ccc3cccc(O)c3n2)cc(Cl)c1OC,i,0.15,6
O=C(NC1(c2nc(-c3ccsc3)no2)CCCCC1)C1CC(=O)N(c2ccccc2)C1 (configuration not stated),i,0.052,59
COCCN1CCC(CNC(=O)C(=O)NCc2ccc3c(c2)OCO3)CC1,i,0.073,59
CC1CCCN(CC(O)COCc2ccc3c(c2)OCO3)C1 (configuration not stated),i,0.037,40
CS(=O)(=O)c1ccc(CC(=O)Nc2nc(-c3ccc(Oc4ccccc4)cc3)cs2)cc1,i,0.087,50
C#CCn1c(=NC(=O)CSC(C)=O)sc2cc(Br)ccc21,i,0.07,53
COCC(=O)Nc1ccc(N2CCCCC2=O)c(C)c1,i,0.082,43
COc1ccc(CC(=O)NCCN2CCN(C(=O)c3ccsc3)CC2)cc1,i,0.092,49
COc1ccc(NC(=O)CCn2c(=O)[nH]c3ccccc3c2=O)cc1,i,0.09,61
COC(=O)CCSc1nc2sc3c(c2c(=O)n1-c1cccc(C)c1)CC(C)(C)OC3,i,0.033,47
C=CCn1c(=S)[nH]c2scc(-c3ccc(Cc4ccccc4)cc3)c2c1=O,i,0.13,40
CCOc1ccc(CC(=O)Nc2ccc(OC)c(N3CCCCC3=O)c2)cc1,i,0.042,57
COc1cccc(-c2ccc(=O)n(CCCC(=O)Nc3nc4ccccc4s3)n2)c1,i,0.057,50
COCCn1nnn(-c2ccc(NC(=O)NCCCc3ccccc3)cc2)c1=O,i,0.12,54
COc1ccc(-n2nnc(C(=O)OCc3ccccc3F)c2C)cc1Cl,i,0.088,63
CC(C)(C)CN(C(=O)c1ccco1)c1ccncc1,i,0.11,47
COc1ccccc1CNC(=O)C(=O)NCC(c1cccn1C)N(C)C (configuration not stated),i,0.044,64
COc1ccc(Cl)cc1S(=O)(=O)NCC1CCN(C(=O)Oc2ccccc2)CC1,i,0.17,50
Cc1ccc2oc(C(F)(F)F)cc(=O)c2c1[N+](=O)[O-],i,0.087,31
COc1cccc(C2CC(C(F)(F)F)n3ncc(C(=O)NC4CCCCC4)c3N2)c1 (configuration not stated),i,0.047,32
CCS(=O)(=O)NCCc1csc(C)n1,i,0.045,66
Cc1cccc(C)c1N1CC(c2nc3ccccc3n2CC(=O)N2CCCCCC2)CC1=O (configuration not stated),i,0.093,44
C=CCOC(=O)C1=C(C)NC(=O)NC1c1ccc(OC)c(OC)c1 (configuration not stated),i,0.096,56
CCn1ccnc1N1CCN(CC(=O)NCCOC)CC1,i,0.043,35
O=C(Nc1cccc(N2CCCCC2=O)c1)c1ccc([N+](=O)[O-])cc1Cl,i,0.12,51
CCc1ccc(N2C(=O)C3N=NN(Cc4cccc(OC)c4)C3C2=O)cc1 (configuration not stated),i,0.099,54
Cc1cn2c3c(=O)n(CC(N)=O)c(=O)n(C)c3nc2n1-c1ccc(Br)cc1,i,0.12,78
COc1ccc(S(=O)(=O)NCCn2nc(-c3ccc(F)cc3)ccc2=O)cc1C,i,0.042,46
O=C(Nc1ccccn1)c1ccc(S(=O)(=O)Nc2ccc3c(c2)OCO3)o1,i,0.15,51
CN(C)C(=O)Cc1ccc(NS(=O)(=O)c2cccs2)cc1,i,0.11,60
COc1ccc(-c2csc(NC(=O)CCS(=O)(=O)c3ccc(OC)cc3)n2)cc1,i,0.074,70
O=C(CCCCCn1c(=S)[nH]c2ccccc2c1=O)NCc1ccccn1,i,0.081,78
CS(=O)(=O)N1CCC(C(=O)Nc2ccc(CC(=O)NCc3cccs3)cc2)CC1,i,0.091,53
Cc1ccc(-c2nnc(NC(=O)CSc3ccccc3)o2)cc1C,i,0.041,55
O=[N+]([O-])c1ccc(S(=O)(=O)Nc2ccc(N3CCCCS3(=O)=O)cc2)cc1,i,0.11,62
CCOc1ccc(-c2csc(NC(C)=O)n2)cc1,i,0.065,62
Clc1ccc(Cl)c2sc(N3CCCCC3)nc12,i,0.052,51
Cc1cccc(-n2c(-c3ccccc3)cn3c4c(=O)n(CC(N)=O)c(=O)n(C)c4nc23)c1,i,0.057,65
COc1ccccc1S(=O)(=O)NCC1CCN(S(=O)(=O)C2CC2)CC1,i,0.056,40
COc1cccc(C(CNC(=O)c2c(F)cccc2Cl)N2CCOCC2)c1 (configuration not stated),i,0.041,48
CSc1ccc2nc(N3CCN(C(=O)c4cc(C)no4)CC3)sc2c1,i,0.049,35
Cn1cccc1C(O)CNC(=O)c1ccc2nsnc2c1 (configuration not stated),i,0.1,70
Cc1cc(N(C)C)nc(NCCNS(=O)(=O)c2ccc(OC(F)(F)F)cc2)n1,i,0.13,62
O=C1Cc2cc(NS(=O)(=O)Cc3ccccc3)cc3c2N1CCC3,i,0.091,54
COc1ccccc1Nc1nn2c(=O)c3ccc(C(=O)NCc4ccc(Cl)cc4)cc3nc2s1,i,0.056,49
Cc1cc([N+](=O)[O-])ccc1NC(=O)c1ccc(=O)n(Cc2ccccc2)c1,i,0.11,52
COC(=O)c1ccc2c(=O)n(CC(=O)NC3CCCCCC3)c(=S)[nH]c2c1,i,0.061,74
O=C(NC1CCCCC1N1C(=O)CSC1=O)c1ccc(Cn2ccnc2)cc1 (configuration not stated),i,0.083,64
Cc1ccc(-c2ccc(=O)n(CCCNC(=O)COc3cccc(Cl)c3)n2)cc1,i,0.048,71
COCCNC(=O)C(=O)NCC1CCN(C2CCCC2)CC1,i,0.1,54
COC(=O)NC(C)c1nc2ccccc2n1C (configuration not stated),i,0.11,48
# Continued:
SMILES,AMPAR-TARP mod,AMPAR-TARP mod agonism max-min,AMPAR-TARP mod glutamate slope
Cc1ccc(S(=O)(=O)N(C)c2cc(S(=O)(=O)NCCCC(=O)O)c(C)cc2C)cc1,i,0.1,60
O=C(CCn1c(=O)oc2ccccc21)NCCCN1CCCC1=O,i,0.052,47
COCCn1c(SCc2nc3ccccc3[nH]2)nc2cc(C(=O)OC)ccc2c1=O,i,0.087&0.04,57&114
CC(NCC(O)COC1CC2CCC1(C)C2(C)C)c1ccccc1 (configuration not stated),i,0.06,75
N#Cc1ccc(C(=O)Nc2sc3c(c2-c2nc4ccccc4s2)CCCC3)cc1,i,0.045,30
CCS(=O)(=O)c1ccc(CC(=O)N(Cc2ccccn2)c2nc3ccccc3s2)cc1,i,0.064,49
CC1CN(CC(O)COCc2ccccc2)CC(C)O1 (configuration not stated),i,0.05,52
Cc1nc(NC(=O)Cn2c(=O)[nH]c3ccccc3c2=O)sc1C(=O)N(C)C,i,0.098,55
COc1ccc(C(=O)Nc2cc(C)nn2-c2nc(-c3ccc4c(c3)OCO4)cs2)c(OC)c1,i,0.057,30
O=C(NCc1cccs1)C(=O)Nc1cccc(N2CCCCC2=O)c1,i,0.051,46
CCCCOc1ccc(C(=O)Nc2nnc(Cc3cccs3)o2)cc1,i,0.056,45
Cc1ccc(C(=O)CSc2nccn(-c3ccc(Br)cc3)c2=O)cc1,i,0.11,61
Cc1cc(-c2nnc(SCC(=O)Nc3ccc(C(F)(F)F)cc3)o2)c(C)o1,i,0.13,63
O=C(Cc1ccc(NC(=O)C2CC2)cc1)NC1CC1,i,0.045,44
CC(Sc1ccnc2c1c(=O)n(C)c(=O)n2C)C(=O)O (configuration not stated),i,0.028,62
CCOC(=O)c1ccccc1NC(=O)c1ccc(=O)n(Cc2cccc(F)c2)n1,i,0.078,53
COc1ccc(CCNC(=O)Cn2nc(-c3ccco3)ccc2=O)cc1OC,i,0.084,60
CCc1ccc(Nc2nc3c(c(=O)n(C)c(=O)n3C)n2Cc2ccccc2)cc1,i,0.11,59
COc1cccc(-n2nnc3c(N4CCN(C(=O)c5ccc(OC(C)C)cc5)CC4)ncnc32)c1,i,0.05,52
CN(C)S(=O)(=O)c1ccc(C(=O)Nc2ccccn2)o1,i,0.1,55

# 5 entries from above, with the structure last:
AMPAR-TARP mod	AMPAR-TARP mod agonism max-min	AMPAR-TARP mod glutamate slope	smiles
i	0.1	55	CN(C)S(=O)(=O)c1ccc(C(=O)Nc2ccccn2)o1
i	0.078	53	CCOC(=O)c1ccccc1NC(=O)c1ccc(=O)n(Cc2cccc(F)c2)n1
i	0.045	30	N#Cc1ccc(C(=O)Nc2sc3c(c2-c2nc4ccccc4s2)CCCC3)cc1
i	0.052	47	O=C(CCn1c(=O)oc2ccccc21)NCCCN1CCCC1=O
i	0.045	44	O=C(Cc1ccc(NC(=O)C2CC2)cc1)NC1CC1

# (list continues)
SMILES,AMPAR-TARP mod,AMPAR-TARP mod agonism max-min,AMPAR-TARP mod glutamate slope
CCOC(=O)CNC(=O)C1CN(C(=O)COc2ccccc2F)C1,i,0.11,55
COC(=O)C1CCN(C(=O)c2c(C(F)(F)F)nn(C3CCCC3)c2C)CC1,i,0.088,61
COc1ccccc1NC(=O)CCc1csc(NC(=O)c2ccccc2)n1,i,0.11,59
CCc1cccc(C)c1NC(=O)Cn1ccn(-c2cc(C)cc(C)c2)c(=O)c1=O,i,0.099,52
Cc1ccc(CNC(=O)c2cc3c(=O)n4cccc(C)c4nc3n(CCO)c2=N)cc1,i,0.19,59
CC(C)c1ccc(OCC(=O)N2CCN(c3ncnc4c3nnn4-c3ccccc3)CC2)cc1,i,0.033,31
COc1cc2nc(NC(=O)c3cc(C)no3)sc2cc1OC,i,0.2,49
COc1ccc(NC(=O)Cn2cc(OC)c(=O)cc2CSc2nnnn2C)cc1OC,+,0.034*,22*
C=CCn1c(N2CCC(C(N)=O)CC2)nc2c1c(=O)n(C)c(=O)n2C,i,0.067,37

# A portion of the library. The share of hits here may be higher or lower than overall.
